From PubChem
Vif-A3G inh = qHTS for Inhibitors of Vif-A3G Interactions: qHTS; DNA dC->dU-editing enzyme APOBEC-3G (Homo sapiens), Q9HC16; HeLa A3G-eYFP + Vif (tagged APOBEC3G with the HIV-1 protein that degrades it), YFP fluorescence, overnight; Potency, µM (series often up to 46.1 µM), inactives show at the top dose activity, negative = active, actives largely listed as inhibitors; 410,000 tested, 0.076% active;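 further: potency means the concentration at half of the fitted maximal effect; on the % scale 0 is the no-effect control and ±100 the full control effect; nearly all actives have a fitted effect of over 60% in size; hits raise eYFP signal because A3G escapes Vif-driven loss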
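Read-out is eYFP fluorescence (Ex 488/Em 500-530) from Vif-expressing HeLa A3G-eYFP cells; more signal means A3G escaped Vif-mediated degradation. Cells plated overnight, compound pinned in, incubated overnight at 37 deg C.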
LDHA inh = qHTS assay for inhibitors of human lactate dehydrogenase. purified LDHA, NADH/diaphorase-resazurin fluorescence; stronger effect = lower value. activity change, % (values are at about 110 or 230 µM). 480,000 tested, 0.15% active. AID 1347041, 2019; in the data active means activity change below about -30%; inconclusive means mostly about -25% to -30%;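 further: plate controls were DMSO wells for no effect and wells without enzyme for full effect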
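Enzyme activity of human lactate dehydrogenase 5 (2 nM; 0.06 mM NADH, 0.2 mM pyruvate, 5 min, RT) is measured via a resazurin/diaphorase fluorescence readout of residual NADH.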
PI4K2A inh = qHTS for small molecular inhibitors of PI4K2A; Phosphatidylinositol 4-kinase type 2-alpha (Homo sapiens), Q9BTU6; purified PI4K2A, ADP-Glo luminescence, 1 h; stronger effect = lower value; activity change, negative = inhibition, % at 76.9 µM; 420,000 tested, 0.13% active; AID 1346378, 2018; in the data active means activity change below about -50%; inconclusive means mostly about -30% to -49%;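 further: -100% = wells without enzyme as full effect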
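PI4K2A activity was measured by ADP-Glo luminescence: enzyme (4 ug/mL stock) and phosphatidylinositol (1.2 mM stock) in Tris pH 7.5/MgCl2/EGTA/Triton X-100 buffer were reacted with ATP (300 microM stock) for one hour at ambient temperature.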
Vif-A3F inh = qHTS for Inhibitors of Vif-A3F Interactions: qHTS; 390,000 tested, 0.2% active; Potency, µM (doses to about 46.1 µM), inactives show at the top dose activity, negative = active; AID 602313, 2012; HeLa A3F-eYFP + Vif (tagged APOBEC3F with the HIV-1 protein that degrades it), YFP fluorescence increase; further: potency means the concentration at half of the fitted maximal effect; % of control where 0% means no effect; nearly all actives have a fitted effect of over 65% in size
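HeLa cells stably expressing A3F-eYFP plus Vif, plated and incubated overnight at 37 deg C, then exposed to compounds overnight at 37 deg C. Blocked degradation read as raised yellow fluorescence (Ex 488/Em 500-530).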
RXFP1 ag = qHTS Assay for Agonists of the Relaxin Receptor RXFP1; Relaxin receptor 1 (Homo sapiens), Q9HBX9; HEK293T-RXFP1 cAMP TR-FRET, 30 min; response scale: percent of porcine relaxin response, buffer zero; Potency, µM (top dose mostly 57.5 µM), for inactives: at the highest dose activation, hits mostly activators; 370,000 tested, 0.3% active; AID 2676, 2010; further: potency means the concentration at half of the fitted maximal effect; on the % scale 0 is the no-effect control and ±100 the full control effect; nearly all actives have a fitted effect of over 60% in size; many of its hits are not listed in these tables
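HEK293 cells stably expressing RXFP1, treated 30 min at 37C with compounds plus PDE4 inhibitor Ro 20174; cAMP measured by HTRF TR-FRET. Normalized to buffer and 29 nM porcine relaxin; EC50 by Hill fit.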
GRP78 ERSR act = qHTS for Inducers of the Endoplasmic Reticulum Stress Response (ERSR) in Human Glioma: qHTS; U87-MG GRP78 promoter luciferase reporter, 16 h; 420,000 tested, 0.02% active; Potency, µM, without a hit: top-dose activation, hits mostly activators; further: potency means the concentration at half of the fitted maximal effect; series mostly up to about 76 µM; % of control where 0% means no effect; nearly all actives have a fitted effect of over 35% in size
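Stably transfected U87-MG human glioma cells carrying a GRP78-based luminescent sensor were seeded at 1000 cells/well, pin-dosed with compounds and incubated 16 h. Luciferase reagent was then added, and end-point luminescence was read after 10 min at room temperature.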
TrxR1 substrate = qHTS Assay for Substrates of Mammalian Selenoprotein Thioredoxin Reductase 1 (TrxR1): qHTS; Thioredoxin reductase 1, cytoplasmic (Rattus norvegicus), O89049; purified TrxR1 substrate turnover, NADPH consumption readout; Potency, µM (doses to about 114 µM), inactives show at the top dose activity change, negative = substrate turnover; 390,000 tested, 0.01% active; further: potency means the concentration at half of the fitted maximal effect; on the % scale 0 is the no-effect control and ±100 the full control effect; nearly all actives have a fitted effect of over 50% in size
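Rat TrxR1, dispensed at 90 nM, was prereduced with 400 uM NADPH (final) for 5 min at ~22 deg C, then incubated with compound 15 min before 400 uM selenite. A first-read NADPH fluorescence drop versus no-compound background flagged substrates.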
USP1-UAF1 inh = Inhibitors of USP1/UAF1: Primary Screen; 390,000 tested, 0.23% active; Ubiquitin carboxyl-terminal hydrolase 1 (Homo sapiens), O94782; AID 743255, 2014; Potency, µM (top dose mostly 57.1 µM), inactives show top-dose activity change, negative = inhibition, most hits filed as inhibitors; recombinant USP1/UAF1, Ub-Rhodamine cleavage fluorescence; further: potency means the concentration at half of the fitted maximal effect; on the % scale 0 is the no-effect control and ±100 the full control effect; nearly all actives have a fitted effect of over 60% in size; inactives centre near -12
Target sequence (O94782 whole entry, looked up): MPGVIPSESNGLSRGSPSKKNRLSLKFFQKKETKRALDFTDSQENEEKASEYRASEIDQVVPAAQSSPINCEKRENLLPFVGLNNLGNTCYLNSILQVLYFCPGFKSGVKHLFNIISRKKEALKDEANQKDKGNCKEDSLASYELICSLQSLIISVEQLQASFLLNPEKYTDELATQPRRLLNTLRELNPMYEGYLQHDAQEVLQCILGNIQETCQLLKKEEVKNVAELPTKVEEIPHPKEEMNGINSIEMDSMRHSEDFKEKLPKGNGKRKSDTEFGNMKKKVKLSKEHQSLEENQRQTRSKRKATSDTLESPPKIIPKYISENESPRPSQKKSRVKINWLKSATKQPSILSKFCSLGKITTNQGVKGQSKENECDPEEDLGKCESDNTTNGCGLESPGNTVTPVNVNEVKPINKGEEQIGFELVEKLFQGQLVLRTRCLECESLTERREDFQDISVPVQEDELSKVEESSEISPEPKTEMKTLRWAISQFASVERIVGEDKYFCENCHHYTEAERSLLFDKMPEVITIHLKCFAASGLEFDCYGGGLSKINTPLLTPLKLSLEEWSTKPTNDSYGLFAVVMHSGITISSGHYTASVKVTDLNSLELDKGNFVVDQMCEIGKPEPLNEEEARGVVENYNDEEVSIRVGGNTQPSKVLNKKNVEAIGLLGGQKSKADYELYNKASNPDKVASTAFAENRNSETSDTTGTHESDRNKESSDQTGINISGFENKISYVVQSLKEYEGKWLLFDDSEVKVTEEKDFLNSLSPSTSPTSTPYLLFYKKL
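High-throughput fluorogenic screen: 1nM USP1/UAF1 complex, Ub-Rho substrate 150nM final, 50mM HEPES pH 7.8 with 0.5mM EDTA, 0.1 mg/ml BSA, 1mM TCEP and 0.01% Tween-20.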
IDH1 R132H inh = qHTS for Inhibitors of mutant isocitrate dehydrogenase 1 (IDH1): qHTS. 390,000 tested, 0.093% active. Isocitrate dehydrogenase [NADP] cytoplasmic (Homo sapiens), O75874. Potency, µM (doses to about 76.6 µM), for the others: top-dose activity change, negative = inhibition, hits mostly inhibitors. IDH1-R132H enzyme, NADPH consumption, diaphorase/resazurin fluorescence; further: potency means the concentration at half of the fitted maximal effect; on the % scale 0 is the no-effect control and ±100 the full control effect; nearly all actives have a fitted effect of over 65% in size
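IDH1-R132H (0.5 ug/mL) preincubated 30 min with compound, then NADPH (0.016 mM) and alpha-KG (2 mM) added; 80 min at RT, pH 7.5. Remaining NADPH coupled via diaphorase/resazurin to fluorescence (540/590 nm); concentration-response curves normalized to no-enzyme control.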
* hit, by the source's call; ? = inconclusive; · = not tested or not shown; & = joins results of further samples; [ ] = another dose, or the depositor's remark. Unless noted, the call rests on the fitted dose curve; in most records, active means well fitted curve in the direction sought with a large enough effect; inconclusive means small, poorly fitted or top-dose-only effect, or another doubt; inactive means no such curve, though single readings can be large; an effect the other way counts as inactive or inconclusive.

Order of values: Vif-A3G inh | LDHA inh | PI4K2A inh | Vif-A3F inh | RXFP1 ag | GRP78 ERSR act | TrxR1 substrate | USP1-UAF1 inh | IDH1 R132H inh
1	Cc1nnc(NC(=O)C2CCN(S(=O)(=O)c3cc([N+](=O)[O-])ccc3Cl)CC2)o1
    -11% | 8 | -4 | 9% | -2.4% | -3% | 2% | -20% | -9%
2	Cn1c(-c2ccc[nH]c2=O)nc2cc(Cl)ccc21
    0% | -5 | -2 | -2% | 2.3% | 0% | 83%[activator][57.1 µM] | -7% | 3%
3	CN1CCN(CCCNC(=O)c2cn(C)c3ccc(S(=O)(=O)N(C)C)cc3c2=O)CC1
    -1% | 1 | 1 | -1% | 0.7% | -3% | -1% | ? | 2%
4	CCOC(=O)c1[nH]ncc1CN1CCCC(C(=O)c2ccc(C(C)(C)C)cc2)C1 (configuration not stated)
    2% | 0 | 2 | -2% | 1.4% | -3% | 1% | -13% | 8%
5	CCOc1ccc(NC(=S)N(CCOC)C(C)c2cccnc2)cc1 (configuration not stated)
    -8% | -4 | -1 | 11% | -0.8% | 0% | 5% | -1% | 1%
6	Fc1ccc(/C=N/Nc2nn[nH]n2)cc1
    1% | -3 | 3 | 2% | -2.2% | -3% | -2% | -4% | 11%
7	COC(=O)C(CC(=O)c1ccc(Cl)cc1)c1ccc(C(C)C)cc1 (configuration not stated)
    -12% | -1 | -3 | 3% | 0.9% | 6% | -6%[57.1 µM] | -17% | 8%
8	O=C(COc1cccc(Cl)c1)NNC(=S)Nc1ccccc1
    -1% | -11 | 2 | 0% | 0.1% | -4% | 7% | -16% | 0%
9	CC(=O)C(Cl)C(=O)Nc1ccccc1 (configuration not stated)
    -14% | -4 | -3 | -6% | 1.4% | -8% | 10%[57.1 µM] | -22% | -9%
10	CN1CCN(C(=O)c2cc3nc(-c4ccccc4)cc(-c4ccccc4)n3n2)CC1
    1% | 1 | -2 | -3% | -0.6% | 2% | 23% | -18% | 5%
11	CC(C)CN(CC(C)C)CC(O)COc1ccccc1Br (configuration not stated)
    -7% | 2 | -4 | -2% | -0.1% | -4% | -2% | -9% | 5%
12	CCc1nc(-c2cc(S(=O)(=O)N3CCN(c4ccccc4OC)CC3)ccc2OC)no1
    0% | 7&-1 | 0 | 4% | 0.8% | 0% | 3% | 19% | -15%
13	N=C1N(/N=C/c2ccccc2)C(=Nc2ccccc2)C(=S)N1c1ccccc1
    -1% | 0 | -1 | -12% | 1.0% | -1% | 3% | -6% | 13%
14	CS(=O)(=O)Nc1ccc(Br)cc1C(=O)c1ccccc1
    -8% | -3 | -1 | -19% | -0.5% | -2% | -8% | -10% | -4%
15	CCCCC(=O)Nc1ccc(NC(=O)c2cccs2)cn1
    -1% | -6 | -3 | 0% | · | 2% | -3% | -13% | 5%
16	COc1cc(OC)c(OC)cc1/C=C1/C(=O)N=C(N)N1C
    -16% | 3 | 4 | ? | -0.4% | 1% | -11% | -15% | 7%
17	CC(Oc1ccc(Cl)cc1Cl)c1nc(-c2ccccn2)no1 (configuration not stated)
    -3% | 5 | -1 | 4% | 2.3% | 6% | -2%[57.1 µM] | -17% | 6%
18	CC(C)COC(=O)N1CCCCC1c1cc(C(=O)NCc2cccnc2)no1 (configuration not stated)
    -7% | -6 | -3 | · | · | -3% | · | · | ·
19	CCCCCn1c2c(c(=N)c3ccccc31)CCC2
    5% | -12 | -3 | 1% | 3.7% | -6% | -9%[57.1 µM] | 0% | 7%
20	CN(C)S(=O)(=O)c1ccc(C(=O)Nc2c(C(=O)Nc3ccc(F)cc3)oc3ccccc23)cc1
    0% | -5 | 0 | -7% | -1.5% | 2% | -1% | -13% | 25%
21	Cc1ccsc1CN1CCN(c2ccccn2)CC1
    1% | -21 | 0 | -11% | 1.3% | -1% | 1% | -12% | 9%
22	COC(=O)c1ccccc1NC(=O)c1cc2cc(C)ccc2n1C
    -30% | -3 | -1 | -19% | 4.8% | 1% | 74%[activator] | -6% | 16%
23	O=C(CNCCCO)Nc1cc(C(F)(F)F)cc(NC(=O)CNCCCO)c1Cl
    -5% | -1 | 5 | -15% | 1.4% | -2% | -5% | -11% | -1%
24	COc1cc(C(=O)/C=C/c2cccnc2)ccc1O
    ? | 6 | -7 | 13% | 4.2% | -4% | -17% | -17% | 0%
25	COc1ccc(CCNC(=O)CSc2cc(=O)[nH]c(N)n2)cc1OC
    -1% | -3 | -8 | 1% | 0.0% | -6% | 10%[57.1 µM] | -4% | 7%
26	CCc1ccc(OC)c(S(=O)(=O)Nc2ccc(Cc3ccncc3)cc2)c1
    5% | 0 | 11 | 7% | 0.1% | -4% | 3% | -13% | 3%
27	Cc1ccc2c(=O)cc(C(=O)Nc3ccc(S(=O)(=O)N4CCCCCC4)cc3)oc2c1
    1% | -5 | -5 | -4% | 0.0% | -2% | 7% | -23% | 0%
28	O=[N+]([O-])c1cc2c(cc1[N+](=O)[O-])OCCOCCOCCOCCO2
    0% | 2 | 0 | 1% | 8.0% | -8% | -1% | -25% | 0%
29	O=C(NCc1cccnc1)c1noc2c1CCCC2
    -7% | -3 | 12 | 2% | 1.0% | -2% | 4% | -2% | -5%
30	O=S(=O)(Cc1ccc(Cl)cc1)Nc1ccc(Cl)cn1
    4% | 0 | -2 | -3% | -1.7% | -1% | -12%[57.1 µM] | -13% | 7%
31	Cc1cc(OCC(=O)OCC(=O)Nc2ccc(Cl)cn2)ccc1Cl
    0% | -1 | 8 | 0% | 1.7% | -4% | 2% | -14% | -2%
32	O=C(CSc1nnc(CNC(=O)c2ccccc2)o1)NCc1ccccc1
    0% | -5 | -2 | 5% | -1.1% | -4% | -2% | -19% | 10%
33	COCCNCCCCOc1ccccc1-c1ccccc1
    2% | -8 | 6 | 3% | 0.4% | -3% | -7% | -20% | 8%
34	COc1ccc(C)cc1NC(=O)CNC(c1ccccc1)c1ccc(C)cc1 (configuration not stated)
    ? | -1 | 4 | -3% | 2.9% | -5% | -11% | -20% | 38%[activator]
35	CCc1cccc(NC(=O)C2CCN(S(=O)(=O)c3ccc4[nH]c(=O)ccc4c3)CC2)c1
    -4% | -3 | -1 | -3% | -0.5% | -3% | 0%[57.1 µM] | -20% | 7%
36	CCN(CC)CCNC(=O)Cn1c(-c2ccccn2)nc2ccccc21
    -3% | -5 | -2 | -3% | 6.3% | -3% | 84%[activator] | -20% | 17%
37	O=C(Cn1nc(N2CCN(c3ccccc3)CC2)ccc1=O)NCc1cccc(Cl)c1
    -2% | -3 | 2 | -9% | 0.1% | -2% | -4%[57.1 µM] | ? | 4%
38	CCOC(=O)N1CCN(Cc2ccc(O)c3ncccc23)CC1
    -11% | 22 | -5 | 10% | -2.7% | -2% | -1%[57.1 µM] | -15% | 5%
39	O=C(Nc1ccc(Br)cn1)c1cccc(S(=O)(=O)N2CCCC2)c1
    0% | -5 | 3 | 6% | · | 1% | -1% | -10% | 3%
40	CCN(CC)C(=O)Cn1c(C)c(/C=C/c2cc[n+](C)cc2)c2ccccc21
    7.9µM* | 2 | -1 | ? | 0.0% | -2% | -20% | 25µM* | -4%
41	COc1cc(C2CC(=O)c3cnc(N4CCN(CCO)CC4)nc3C2)cc(OC)c1OC (configuration not stated)
    1% | -12 | 6 | 1% | -3.2% | 1% | -11% | -19% | -11%
42	COc1cccc2sc(NC(=O)c3ccc(S(=O)(=O)N4CCOCC4)cc3)nc12
    1% | 2 | -1 | -2% | 1.1% | -3% | -2% | -20% | -1%
43	Cn1ncc(Cl)c1C(=O)N1CCN(c2ncccn2)CC1
    -4% | -8 | -2 | 2% | 1.4% | 3% | 9% | -20% | 7%
44	COc1ccc(CCNC(=O)c2cn3ccc(C)cc3n2)cc1OC
    -4% | 0 | 2 | 0% | 1.1% | -1% | 5% | -12% | 10%
45	O=C(CNC(=O)c1ccccc1)c1ccccc1
    -1% | 3 | -2 | 0% | 1.0% | -10% | 6%[57.1 µM] | -15% | -14%
46	CCOc1cc(C(C(=O)NCC2CCCO2)N(C(=O)Cn2nnc3ccccc32)c2ccc(OC)c(OC)c2)ccc1O (configuration not stated)
    0% | 6 | 4 | -9% | 2.9% | -3% | -8%[57.1 µM] | -14% | 7%
47	COc1ccc(N(C(=O)C(C)C)S(=O)(=O)c2ccc3ccccc3c2)cc1
    -4% | 0 | -4 | -1% | 2.7% | -4% | 6% | -11% | 8%
48	CCOC(=O)/C(=C\c1ccc([N+](=O)[O-])cc1)C(=O)c1cc(C(C)=O)c(Nc2ccccc2)s1
    -7% | 0 | 7 | 0% | 0.4% | ? | -5% | -27% | 7%
49	COc1ccc(-c2cc3c(=O)n(CC(=O)N4CCCC4)ncn3n2)cc1
    -1% | -3 | 0 | 4% | 4.5% | 1% | 4% | -16% | 0%

Only part of the results is shown (hit frequency here may not be typical).
